Screens: PubChem BioAssay, several laboratories
Rtt109 Vps75 – inhibitors of C. albicans Rtt109/Vps75 HAT, primary screen, biochemical, ThioGlo CoA-SH fluorescence, plate reader; 0.16% of 330,000 active; Histone acetyltransferase RTT109 (Candida albicans (strain SC5314 / ATCC MYA-2876)), …; inhibition, % at 34.9 µM; AID 540336, 2011; purified Rtt109/Vps75, 4 h;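 active = inhibition of at least 50% in every replicate; inconclusive = best replicate reaches 50% inhibition but some replicates fall short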
RTF Ca sens act – cardiac RTF calcium sensitivity activators, primary screen, biochemical, IANBD-TnC fluorescence, EC20 calcium; Troponin I, cardiac muscle (Homo sapiens) + Troponin T, cardiac muscle (Homo sapiens) + …; IANBD-labeled TnC RTF fluorescence at EC20 calcium; 0% EC20 calcium, 100% full calcium; activation, % at 7.2 µM; 0.24% of 340,000 active;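 active = activation above the mean over all tested compounds plus 3 SD, cut at about 30% in these data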;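 also: rise in fluorescence read as greater calcium sensitivity of cardiac thin filaments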
MITF TRPM1 HTS – activators of MITF-driven TRPM1 promoter reporter, primary screen, cell-based, SK-MEL-5, luciferase, single point; SK-MEL-5 TRPM1-promoter luciferase, 24 h; % of positive control, neutral wells = 0; activation, % at 12.5 µM; 0.75% of 300,000 active; AID 588334, 2011;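 active = mean activation of at least 80% with every replicate also reaching 80%; inconclusive = mean reaches 80% but some replicate falls short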;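 also: 0% = neutral control wells and 100% = parthenolide positive control wells; values of inactives mirror those of a sister screen read the other way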
dFosB act – activators of delta FosB homodimer, primary screen, biochemical, fluorescence polarization, TAMRA-CDK5 oligo, single point; AID 493131, 2011; purified delta FosB; percent of positive-control signal above neutral wells; 0.99% of 340,000 active; activation, % at 25 µM;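 active = mean activation above about 17%, with every replicate also reaching it, limit read from the data, passing the limit was not always enough; inconclusive = only one of the two conditions met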;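 also: fluorescence polarization rise as delta FosB binds a TAMRA Cdk5 AP-1 oligo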
Target sequence (P13346 whole entry, looked up): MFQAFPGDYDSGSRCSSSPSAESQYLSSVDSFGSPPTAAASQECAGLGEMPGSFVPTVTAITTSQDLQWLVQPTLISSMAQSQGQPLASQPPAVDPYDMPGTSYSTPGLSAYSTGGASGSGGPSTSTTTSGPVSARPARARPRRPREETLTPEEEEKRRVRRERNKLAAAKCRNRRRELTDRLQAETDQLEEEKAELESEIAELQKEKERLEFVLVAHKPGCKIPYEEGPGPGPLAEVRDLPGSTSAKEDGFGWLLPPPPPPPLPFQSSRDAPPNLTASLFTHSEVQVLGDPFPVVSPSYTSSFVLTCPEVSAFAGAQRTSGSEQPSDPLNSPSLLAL
CAL PDZ FP-1 – CAL PDZ peptide-binding inhibitors, primary screen, biochemical, fluorescence polarization, Cer-tagged CAL PDZ, HTS; Golgi-associated PDZ and coiled-coil motif-containing protein (Homo sapiens), Q9HD26; purified CAL PDZ, TMR-peptide fluorescence polarization, 1 h; inhibition, % at 20 µM; 0.02% of 330,000 active; AID 504414, 2011;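 active = highest replicate inhibition of at least 40%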;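 also: plate controls were DMSO neutral control wells for no effect and unlabeled competitor peptide control wells for full effect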
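Read-out basis: mP drop reported as inhibition | Assay system: Tagged CAL PDZ protein CerCALP, purified | Benchmarks: Unlabelled peptide for full inhibition, DMSO wells as neutral | Schedule: 1 h incubation at room temperature before polarization reading | Buffer or medium: Sodium phosphate/NaCl buffer pH 7.4 with TCEP, IgG, Thesit | Doses: Single point, 20 µM | Measured by: Fluorescence polarization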
V-ATPase pHluor – regulators of yeast V-ATPase proton pumping, primary screen, pHLuorin cytosolic pH fluorescence; response, % at 10 µM; 0.37% of 350,000 active; S. cerevisiae; AID 504577, 2011; in the data active = response mostly above about 7.3%, no sharp cut-off; inactive = mostly below about 5.4%; also: actives read high; inactives centre near 0; some compounds called inactive have numbers as strong as hits
CAL PDZ FP-2 – untagged CAL PDZ binding inhibitors, primary screen, biochemical, fluorescence polarization, HTS; 0.92% of 300,000 active; AID 602252, 2012; inhibition, % at 24.9 µM; Golgi-associated PDZ and coiled-coil motif-containing protein (Homo sapiens), Q9HD26; purified CAL PDZ, TMR-peptide fluorescence polarization, 1 h;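 active = mean inhibition of at least 30% with at least half of replicates also reaching 30%; inconclusive = no clear call, values can overlap the other calls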;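 also: 0% = DMSO neutral control and 100% = excess unlabeled competitor peptide PRC23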
Tat transport – E. coli Tat export inhibitors, primary screen, MC4100, TorA-mCherry reporter, fluorescence, single point. inhibition, % at 10 µM. 0.036% of 340,000 active;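 active = mean replicate inhibition at least 50% and at least half of replicates individually reaching 50%; inconclusive = only one of the two criteria met; inactive = neither criterion met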;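 also: exported cargo escapes ClpAP degradation while cytoplasmic cargo is degraded and loses fluorescence; 0% = median of neutral control wells and 100% = median of NaSCN control wells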
CDK5 p35 inh – inhibitors of human CDK5/p35 kinase, primary screen, biochemical, single concentration | Recombinant CDK5/p35, ADP-Glo luminescence, 60 min | inhibition, % at 10 µM | 0.01% of 330,000 active;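 active = highest replicate inhibition of at least 50% and at least 75% of replicates reaching 50%; inconclusive = only one of the two criteria met; inactive = both criteria failed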;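 also: plate controls were DMSO neutral control for no effect and GW8510 at 10 µM for full effect; many of its hits are not listed in these tables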
Target sequence (Q00535 whole entry, looked up): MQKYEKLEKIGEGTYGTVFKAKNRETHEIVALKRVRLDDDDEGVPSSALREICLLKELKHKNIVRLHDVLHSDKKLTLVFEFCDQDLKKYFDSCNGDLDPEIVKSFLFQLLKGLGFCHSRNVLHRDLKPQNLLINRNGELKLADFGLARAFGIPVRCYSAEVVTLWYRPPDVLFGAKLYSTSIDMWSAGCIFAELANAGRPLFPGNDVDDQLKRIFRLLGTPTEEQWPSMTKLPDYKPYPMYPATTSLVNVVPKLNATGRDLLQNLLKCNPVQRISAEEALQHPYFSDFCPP
Target sequence (Q15078 whole entry, looked up): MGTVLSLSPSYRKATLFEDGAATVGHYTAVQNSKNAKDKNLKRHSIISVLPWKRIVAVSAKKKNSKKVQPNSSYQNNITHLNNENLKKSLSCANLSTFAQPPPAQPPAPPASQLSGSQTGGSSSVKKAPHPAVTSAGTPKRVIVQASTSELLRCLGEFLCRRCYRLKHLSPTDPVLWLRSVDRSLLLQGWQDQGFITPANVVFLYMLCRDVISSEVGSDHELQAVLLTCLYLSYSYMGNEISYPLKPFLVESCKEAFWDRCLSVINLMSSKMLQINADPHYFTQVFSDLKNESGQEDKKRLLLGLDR
Wnt act – Wnt/beta-catenin pathway activators, primary screen, cell-based, plate reader, single point; Wnt/beta-catenin reporter cell assay, activator; activation, % at 9.35 µM; AID 743398, 2014; 1.2% of 300,000 active; in the data active = activation above about 30%, passing the limit was not always enough; inconclusive = no clear call, values can overlap the other calls;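 also: 0% = neutral control wells and 100% = positive control wells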
Starred values were filed as active, the others as inactive; ? = inconclusive; . = not tested or not shown; & = joins results of further samples.

Value order – Rtt109 Vps75	RTF Ca sens act	MITF TRPM1 HTS	dFosB act	CAL PDZ FP-1	V-ATPase pHluor	CAL PDZ FP-2	Tat transport	CDK5 p35 inh	Wnt act
C=C(C)CN(Cc1ccccc1)C(=S)Nc1ccccc1
    -4	2	11	-6	-1.8	0	-3	0	0.7	3
COc1ccccc1NS(=O)(=O)c1cc(NC(=O)CCC2CCCC2)ccc1N1CCOCC1
    -3	-7	7	-3	-0.9	-1	.	-4	0.1	-1
CNC(=O)c1c(NC(=O)c2ccc(S(=O)(=O)N3CCCCC3)cc2)sc2c1CCN(C(C)C)C2
    26	-4	12	-9	-0.9	2	-9	-3	0.7	0
COc1ccc2nc3cc(Cl)ccc3c(C#N)c2c1
    -15	-1	11	1	-1.0	1	-9	-3	2.4	3
O=c1nc(-c2ccccc2)n(-c2ccccc2)[nH]1
    0	2	7	-3	0.2	-1	8	0	2.3	-4
COC(=O)CN1C(=O)N/C(=C/c2ccccc2OC)C1=O
    -1	-1	6	-3	-1.4	-2	14	?	-2.5	-2
O=C(c1ccccc1)c1ncc(C(F)(F)F)cc1Cl
    -6	1	-1	1	-1.7	0	.	-4	-0.4	0
Cc1sc2ncnc(NC3CCN(Cc4ccccc4)CC3)c2c1C
    20	-3	1	-5	-4.7	0	-2	-2	-3.0	-2
c1ccc(CCC2CCCCN2Cc2nc(C3CC3)no2)cc1 (stereo unspecified)
    13	1	5	2	-1.9	-1	-1	1	-0.3	-2
Cc1ccc(NC(=O)Cn2nc(-c3ccccc3Cl)ccc2=O)c(Br)c1
    -1	2	-7	-15	-0.1	2	-5	-3	2.3	0
Cc1cc(C)n(CC(O)CN(c2ccccc2)S(=O)(=O)c2ccccc2)n1 (stereo unspecified)
    -3	-7	-3	-10	-1.9	2	.	-8	-0.1	.
CC(Sc1nnc(COc2ccc(Cl)cc2)o1)C(=O)Nc1ccc(N2CCOCC2)cc1 (stereo unspecified)
    -8	3	15	-5	0.4	-1	-2	-12	0.2	-1
CCc1ccc(NC(=O)c2c(C(=O)Nc3ccccc3)sc3nc(C)cc(=O)n23)cc1
    6	7	-1	35*	0.5	1	.	-6	-2.0	0
COc1ccc(S(=O)(=O)Nc2cccc(S(=O)(=O)N(C)C)c2)cc1[N+](=O)[O-]
    9	4	5	-1	-0.7	1	5	-4	-1.3	-3
Cn1cnnc1SCC(=O)Nc1cc(C(F)(F)F)ccc1N1CCOCC1
    -1	-4	2	-5	-0.3	-4	1	-3	-2.5	-23
CN(C(=O)CSC(=O)c1ccccc1)c1ccccc1
    -11	-4	-1	-3	-1.8	3	3	3	-0.9	-1
CN1CCN(c2ccc(CNS(=O)(=O)c3ccccc3)cc2)CC1
    -7	1	17	1	-0.2	-1	.	5	-0.3	-6
CCOc1ccc(-n2c(-c3ccccc3)c[n+]3c2CCCCC3)cc1
    -2	1	-59	-1	-1.1	0	-3	0	0.2	-2
COc1ccc(/C=C/C(=O)Nc2ccc(OC)nc2)cc1
    .	-6	12	-2	-3.4	-1	-17	-5	-2.8	0
Oc1ccccc1C1CC(c2cccs2)=NC(c2ccc(Cl)cc2)N1 (stereo unspecified)
    -2	3	2	-3	-2.3	4	3	-1	-0.6	-1

More records:
Value order – Rtt109 Vps75	RTF Ca sens act	MITF TRPM1 HTS	dFosB act	CAL PDZ FP-1	V-ATPase pHluor	CAL PDZ FP-2	Tat transport	CDK5 p35 inh	Wnt act
COc1ccc(Cl)cc1C(=O)Nc1ccc(NC(=O)C(C)C)cc1
    9	-4	9	-5	-1.3	0	-2	4	-0.6	-1
Cc1ccc(CNC(=O)c2ccc(CS(=O)Cc3cccc(Cl)c3)o2)cc1 (stereo unspecified)
    -4	9	-2	-16	-2.0	-9	-5	-3	0.5	-1
CC(C)CN1CN(Cc2ccco2)CNC1=S
    -2	2	3	1	-0.5	0	2	-5	-0.9	11
CCOC(=O)CC1C(=O)NCCN1C(=O)c1sc2ccccc2c1Cl (stereo unspecified)
    -7	3	-12	-7	-2.3	6	-3	-18	-0.1	-4
COc1ccc(S(=O)(=O)Nc2cc(C)cc(C)n2)c2ccccc12
    3	3	-30	-1	-2.2	-2	-6	-10	-0.9	.
O=C(Nc1ccncc1)c1ccc(NS(=O)(=O)c2cccc(F)c2)cc1
    -15	13	4	-5	-2.2	8	-1	1	-1.9	-1
CCCNC(=O)COc1coc(CN2CCN(c3ccccc3F)CC2)cc1=O
    -1	0	2	0	-1.9	-3	-3	?	.	-1
Cc1ccc(S(=O)(=O)Nc2ncccn2)cc1
    -7	-2	5	1	.	2	4	-7	3.1	3
COc1cc(NC(=O)CN2C(=O)NC(C)(c3ccccc3)C2=O)c(C)cc1[N+](=O)[O-] (stereo unspecified)
    8	4	-9	-7	-4.9	3	-8	2	1.1	.
COc1ccc(C(=O)NCc2nnc(SCC(=O)Nc3cc(Cl)ccc3OC)o2)cc1
    6	-9	-12	-12	-1.9	-23	-5	-9	0.3	-1
O=C(CN1CCCC1)Nc1ccc(Oc2ccc(NC(=O)CN3CCCC3)cc2)cc1
    -8	2	22	2	-1.0	10	-3	-6	.	-6
CCCn1c(=N)n(CC(=O)c2ccc(Cl)cc2)c2ccccc21
    6	5	.	-12	-2.9	0	-4	4	0.8	-1
NC(=S)N/N=C/c1cn(CCC(=O)O)nc1-c1cccc(Br)c1
    5	-3	-7	1	0.1	4	-6	3	1.1	-2
CC(=O)c1ccc(NC(=O)CN2C(=O)COc3ccc(S(=O)(=O)N4CCCC4)cc32)cc1
    4	1	-2	0	0.2	-1	-3	-7	0.5	-1
COC(=O)c1cccc(NC(=O)CSc2nnc(COc3ccccc3)n2C)c1
    6	-3	5	-1	.	-1	-20	5	1.9	.
COc1cc(NS(=O)(=O)c2ccc(N/C=C\C(=O)c3ccc(OC)c(OC)c3)cc2)nc(OC)n1
    12	-2	2	4	-5.4	1	-9	-6	0.0	-2
CCCc1cc(=O)[nH]c(SCC(=O)Nc2cc(S(=O)(=O)N3CCOCC3)ccc2N(CC)CC)n1
    -2	4	-2	-7	-1.2	-2	13	4	-2.0	0
Clc1ccc(-n2ncc3c(NCc4ccco4)ncnc32)cc1
    7	-4	.	-14	-6.9	4	-1	-11	-3.6	60*
Cc1ccc(C)c(C2=CSC3=NS(=O)(=O)CCN23)c1
    5	11	.	-1	.	.	-3	12	-1.5	.
CC(=O)Nc1nc(C)c(-c2csc(Nc3cccc([N+](=O)[O-])c3)n2)s1
    1	1	-46	0	0.0	0	-4	-3	0.0	.

Further entries follow:
Value order – Rtt109 Vps75	RTF Ca sens act	MITF TRPM1 HTS	dFosB act	CAL PDZ FP-1	V-ATPase pHluor	CAL PDZ FP-2	Tat transport	CDK5 p35 inh	Wnt act
COc1ccc(CNC(=O)C2CCN(c3nnc(N4CCCC4=O)s3)CC2)cc1
    -14	7	-8	-5	-0.6	2	.	-7	-0.3	0
O=C(NCc1ccc(Cl)s1)c1cc(COc2c(F)cccc2F)on1
    -10	12	13	-7	-0.3	-2	-2	8	3.0	0
COc1ccccc1-c1ccc(=O)n(CC(=O)NC2CCc3ccccc32)n1 (stereo unspecified)
    0	5	5	4	-9.1	6	-10	-1	3.0	1
CC(=O)Nc1ccc(NC(=O)C(C)OC(=O)c2cccs2)cc1 (stereo unspecified)
    -3	-1	-2	-14	-5.1	5	-7	1	-1.5	-1
CCCCOc1ccc(OCCNC(=O)C2CCCN2C(=O)Nc2ccccc2)cc1 (stereo unspecified)
    1	5	-1	-4	-2.6	1	-5	5	-3.4	-2
CCCSc1nnc(-c2cnn(-c3ccccc3)c2-n2cccc2)n1C
    6	-2	-3	4	-0.5	4	0	-11	2.1	1
Cn1c(=O)[nH]c(=O)c2c1nc(CN1CCN(c3cccc(Cl)c3)CC1)n2CCN1CCOCC1
    -6	2	4	-15	-2.6	5	.	-2	-0.6	.
O=C(CNCCO)Nc1ccc(F)c(Cl)c1
    -3	3	4	-14	-1.1	2	2	10	0.3	-1
CC(C)NC(=O)NC(=O)CSc1ncc(C(F)(F)F)cc1Cl
    3	-5	9	-6	-0.5	2	-3	-4	-1.7	.
CCC(=O)N1CCc2cc(S(=O)(=O)NCCC(=O)Nc3cc(C)cc(C)c3)ccc21
    4	2	.	-2	0.0	5	0	0	0.7	.
COc1cccc(C(=O)NCc2cn3ccsc3n2)c1
    -4	4	10	-1	0.1	0	.	6	0.4	20
CSCc1nnc(NC(=O)c2ccc(S(=O)(=O)N3CCCCC3C)cc2)o1 (stereo unspecified)
    4	1	-7	-8	-1.5	-2	-4	10	1.0	0
c1cnc(N2CCN(Cc3ccc4c(c3)OCO4)CC2)nc1
    -9&7	7&5	11&12	-2&6	-0.8&-0.4	-1&-2	1&-2	10&0	0.2&0.4	1&-3
Cn1c(=O)[nH]c(NC2CCCCC2)c([N+](=O)[O-])c1=O
    4	-1	17	4	-1.2	3	-2	1	0.7	7
COc1cc(CC(=O)OCC(=O)NCCc2ccc(S(N)(=O)=O)cc2)cc(OC)c1OC
    -5	-1	-1	0	-1.3	-3	-5	-7	-0.1	-1
